FBW7 activator: human FBW7 E3 ligase activation, primary screen | AID 1259310 | Q969H0 | 0.13% of 650,000 active | AlphaScreen FBW7–phospho-cyclin E peptide binding, activator screen | normalized activity (activation), % at 26.1 µM; in the data active means normalized activity above about 1.9%;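 further: purified mutant Fbw7 with reduced substrate affinity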
TEAD-YAP inh: TEAD-YAP interaction inhibition; HEK-TIYL cells, TEAD-Gal4/YAP UAS-luciferase luminescence; inhibition, % at 9.12 µM; 1.4% of 640,000 active; AID 1259422; in the data active means inhibition above about 32%;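 further: 0% = median of test compound wells and 100% = reference inhibitor wells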
MITF primary: inhibitors of human MITF; O75030; AlphaScreen MITF homodimerization, bead proximity signal; inhibition, % at 2.6 µM; 0.91% of 650,000 active; AID 1259374; in the data active means inhibition above about 50%;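 further: 0% = vehicle wells with protein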
Target sequence (O75030 whole entry, looked up): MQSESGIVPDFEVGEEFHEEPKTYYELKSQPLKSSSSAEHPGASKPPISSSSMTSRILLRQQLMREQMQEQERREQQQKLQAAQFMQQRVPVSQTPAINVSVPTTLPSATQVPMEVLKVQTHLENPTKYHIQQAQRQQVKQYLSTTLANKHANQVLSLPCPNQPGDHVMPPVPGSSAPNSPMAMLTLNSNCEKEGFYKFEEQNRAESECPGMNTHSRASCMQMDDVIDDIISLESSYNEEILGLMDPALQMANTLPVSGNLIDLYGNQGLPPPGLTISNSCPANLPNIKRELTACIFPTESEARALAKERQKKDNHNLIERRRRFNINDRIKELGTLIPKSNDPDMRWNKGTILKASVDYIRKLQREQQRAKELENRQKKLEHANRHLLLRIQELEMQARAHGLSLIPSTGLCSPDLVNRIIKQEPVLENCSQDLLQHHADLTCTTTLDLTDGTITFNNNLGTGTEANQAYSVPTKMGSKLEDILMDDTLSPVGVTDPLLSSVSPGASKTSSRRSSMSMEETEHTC
GPR151 ag: activators of human GPR151. Q8TDV0. PathHunter beta-arrestin GPR151 cells, luminescence. activation, % at 11.2 µM. 1% of 650,000 active; in the data active means activation above about 4.9%;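 further: 0% = median of compound wells and 100% = cells with positive control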
Target sequence (Q8TDV0 whole entry, looked up): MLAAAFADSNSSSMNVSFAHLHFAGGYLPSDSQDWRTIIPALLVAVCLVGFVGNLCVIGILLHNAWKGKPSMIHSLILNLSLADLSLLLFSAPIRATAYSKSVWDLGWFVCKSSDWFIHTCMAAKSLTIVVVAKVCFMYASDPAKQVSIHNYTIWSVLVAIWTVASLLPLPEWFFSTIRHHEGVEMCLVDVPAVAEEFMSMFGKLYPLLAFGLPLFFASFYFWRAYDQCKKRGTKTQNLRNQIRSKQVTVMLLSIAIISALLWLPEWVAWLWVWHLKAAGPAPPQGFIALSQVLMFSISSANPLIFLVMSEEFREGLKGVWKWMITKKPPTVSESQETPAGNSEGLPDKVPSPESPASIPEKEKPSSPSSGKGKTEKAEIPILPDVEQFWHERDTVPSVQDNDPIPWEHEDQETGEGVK
Starred values were filed as active, the others as inactive; / = not tested or not shown.

SMILES	FBW7 activator	TEAD-YAP inh	MITF primary	GPR151 ag
O=C1N[C@H](CO)C(=O)N2CCN(Cc3nc(-c4ccccc4)cs3)C[C@H]12	0.1	-3	1	2.0
CCc1nn(CC(=O)NCCN(C(C)C)C(C)C)c(=O)c2cc3ccsc3n12	1.6	-5	12	-0.4
Cc1nc2c(C(=O)NCc3ccc(Cl)cc3)cnn2c(C)c1Cc1ccccc1	-0.1	2	-1	0.4
COc1ccc(-c2nc3n(n2)C(c2ccc(O)cc2)C2=C(CC(C)(C)CC2=O)N3)cc1 (centres undefined)	0.0	-5	8	1.0
COc1ccc(-c2noc(CC(=O)N(C)c3cccc(Cl)c3)n2)cc1	0.0	-7	-2	-0.5
c1coc(CSCc2cn3cccnc3n2)c1	-0.1	-6	-9	-0.2
CC1(C)CC(=O)C2=C(C1)N(c1ccccc1)C(N)=C(C#N)C2c1ccsc1 (centres undefined)	0.1	-4	-8	1.1
NC(=O)c1ccsc1NC(=O)c1cc(Br)c(Br)s1	0.1	-69	9	-4.1
CC(C)n1c(=O)n(CC(=O)N2CCC(C(N)=O)CC2)c2cccnc21	-0.1	-10	-2	0.2
Cc1c(N=Cc2ccccc2I)c(=O)n(-c2ccccc2)n1C	0.9	-2	-5	-0.9
Cc1ccc(/C=C(/C#N)C(=O)Nc2ccc([N+](=O)[O-])cc2)o1	0.3	4	3	-0.7
O=C(NCCC1=CCCCC1)c1csc(Nc2cccnc2)n1	0.1	6	19	1.7
COc1ccc(NC(=O)c2sc3ncnc(N4CCN(c5ccccc5F)CC4)c3c2C)cc1Cl	0.3	2	-6	0.2
O=C(Cc1ccc(Br)cc1)Nc1cc([N+](=O)[O-])ccc1F	0.2	0	14	0.4
CCC1CCc2c(sc(NC(=O)c3c(-c4ccccc4)noc3C)c2C(N)=O)C1 (centres undefined)	-0.1	-11	-4	-0.5
C=CCn1c(C)cc(-c2csc(CC#N)n2)c1C	-0.2	-6	1	2.1
CS(=O)(=O)Nc1ccc(-c2nnc(SCC(=O)Nc3ccccc3Cl)o2)cc1	0.0	-27	-5	1.5
O=C(Oc1cccc2cccnc12)c1cccc(Cl)c1	-0.6	6	28	1.6
OCC1CCCN1c1nccc(NC2CCN(Cc3ccccc3)CC2)n1 (centres undefined)	0.1	-8	-4	0.4
CCOC(=O)C1(CC2CC2)CCN(Cc2cnc(-c3ccc(OC)cc3)nc2)CC1	-0.1	-6	-2	-0.2
Nc1ncc(-c2ccco2)nc1N1CCOCC1	-0.1	15	0	-0.8
Cc1cc(OCCOCCN2CCN(C)CC2)cc(C(C)C)c1	-0.2	4	32	0.1
Clc1cccc(Nc2nc(-c3cccc4ccccc34)cs2)c1	0.3	-5	18	2.8
Cc1ccn2cc(CCNC(=O)c3cccs3)nc2c1	0.7	-15	-4	-0.8
CCOC(=O)c1c(NC(=O)C(C)Sc2nnc(CNC(=O)c3ccco3)n2-c2cccc(C(F)(F)F)c2)sc2c1CCC2 (centres undefined)	0.3	6	1	0.5
COc1ccc(CNc2ccnc(-c3cccc(OC(F)(F)F)c3)n2)cc1	0.0	-9	-14	1.9
Cc1ccc(NC(=O)N(C)c2c(N)n(Cc3ccccc3)c(=O)[nH]c2=O)cc1Cl	-0.1	-4	1	1.4
COc1ccc(C2C(C(=O)NCc3ccccn3)c3ccccc3C(=O)N2C)cc1OC (centres undefined)	0.9	4	11	-0.5
N#Cc1cc([N+](=O)[O-])ccc1NC(=O)COC(=O)C1CCC(=O)N1 (centres undefined)	-0.2	9	-5	-0.2
O=C(OCCN1CCCCC1)C1(c2ccccc2)CCCC1	0.2	-1	12	1.2
O=C(COc1ccccc1)NNC(=O)c1cccc(Br)c1	0.1	4	16	-0.3
CC(=O)NC(Cc1ccccc1F)C(=O)NC1CCN(c2nc(C)cc(C)c2C#N)CC1 (centres undefined)	-0.1	-1	-3	-0.4
C=CCN1CCN(C(c2ccccc2)c2nnnn2Cc2ccc(OC)cc2)CC1 (centres undefined)	0.0	3	-3	1.7
COCCN(C(=O)CNC(=O)c1ccco1)C(C(=O)NC1CCCCC1)c1ccncc1 (centres undefined)	0.0	-4	4	-0.8
CCOC(=O)C(NC(=O)c1ccc(N2CC3CC(C2)c2cccc(=O)n2C3)c(NC(=O)c2ccccc2Cl)c1)C(=O)OCC (centres undefined)	0.1	-6	22	-0.3
Cc1cc2nccc(C3CCCN(C(=O)c4ccncc4)C3)n2n1 (centres undefined)	-0.1	5	14	-0.4
CCOC(=O)c1sc2cc([N+](=O)[O-])cc(SCC(C)C)c2c1-n1cccc1	0.1	2	7	0.4
CN1C(=O)c2ccc(C(=O)Nc3cccnc3)cc2C1=O	-0.1	1	1	-2.9
COc1ccc(C(=O)NC(Nc2ccc(S(N)(=O)=O)cc2)C(=O)c2ccccc2)cc1 (centres undefined)	-0.2	-10	-8	0.6
C[C@]12CCC(=O)C=C1C=C[C@@H]1[C@@H]2CC[C@@]2(C)[C@H]1CC[C@@]21CCC(=O)O1	0.3	/	19	0.7
COc1ccc(O)c(CN2CCOCC2)c1	0.1	6	-15	-0.2
CCOC(=O)Cc1sc(NC(=O)c2ccc(Cl)s2)nc1C	1.1	0	3	-1.3
Cn1cccc1CC(=O)N/N=C1/CCCc2ccccc21	0.1	-5	5	1.0
Cc1cccc(OCCn2c(C)nc3ccccc32)c1	-0.1	3	2	1.7
COc1ccc(CCNc2cc(C)nc(-c3cccs3)n2)cc1	-0.2	2	-7	1.4
Cc1cc(C)c2c(-n3cccc3)c(C(=O)N3CCN(C(=O)c4ccco4)CC3)sc2n1	0.0	-26	3	0.1
CCCc1cc(C(=O)Nc2ccc(OC)cc2OC)no1	-0.1	-18	-1	17*
COc1cccc(CC2=NOC(C(=O)NCC3CCCO3)C2)c1 (centres undefined)	-0.2	-22	-3	2.7
O=C(NCc1ccco1)C(=O)NCc1ccccc1Cl	0.2	-5	6	2.4
Nc1cc(=O)[nH]c(SCc2ccccc2F)n1	-0.3	-5	-6	-0.2
Cc1nn(C(=O)c2c[nH]c3ccccc23)c(N)c1-c1ccccc1	-0.1	-42	-2	0.2
CN(Cc1ccccc1)C(=O)C1CCC(CNS(=O)(=O)c2cccs2)CC1 (centres undefined)	0.0	8	5	0.0
Cc1cccc(NC(=O)C(c2ccc([N+](=O)[O-])cc2)N2CCOCC2)c1 (centres undefined)	-0.1	-9	1	1.7
COc1ccccc1/C=C/C(=O)NCc1cccnc1	-0.2	0	-6	0.6
Cc1ccc(C)c(-n2c(Cc3cc(=O)[nH]c(=O)[nH]3)nnc2SCC(=O)N2CCCC2)c1	0.3	-6	-8	-0.3
O=C(CCNC(=O)Cn1cnc2ccccc2c1=O)NCc1ccco1	0.1	-6	-13	-0.2
C=CCOc1ccc(C2C(C#N)=C(N)Oc3n[nH]c(C)c32)cc1OC (centres undefined)	0.4	9	16	-0.8
CCCCCCc1c(C)c2cc(Cl)c(OCc3ccc(C(C)(C)C)cc3)cc2oc1=O	0.7	-4	12	0.2
O=C(NCc1ccccc1)C1CCN(c2ccc(Nc3ccc4ncccc4c3)nn2)CC1	0.2	-1	-8	-0.3
CCOC(=O)c1ccc(N=Cc2ccc(N3CCOCC3)cc2)cc1	0.1	6	1	-0.4

The final four compounds of the part before lead into the next.
SMILES	FBW7 activator	TEAD-YAP inh	MITF primary	GPR151 ag
C=CCOc1ccc(C2C(C#N)=C(N)Oc3n[nH]c(C)c32)cc1OC (centres undefined)	0.4	9	16	-0.8
CCCCCCc1c(C)c2cc(Cl)c(OCc3ccc(C(C)(C)C)cc3)cc2oc1=O	0.7	-4	12	0.2
O=C(NCc1ccccc1)C1CCN(c2ccc(Nc3ccc4ncccc4c3)nn2)CC1	0.2	-1	-8	-0.3
CCOC(=O)c1ccc(N=Cc2ccc(N3CCOCC3)cc2)cc1	0.1	6	1	-0.4
Cc1nnc2c3ccccc3c(-c3cccs3)nn12	0.2	11	17	-1.1
CC(=O)NCCn1c(SCc2ccccc2Cl)nc2ccccc2c1=O	0.5	4	16	-2.1
CCn1c(SCC(=O)N2CCc3ccccc32)nnc1-c1ccc(OC)cc1	-0.1	5	5	1.2
COC(=O)c1ccc(/C=N/NC(=O)C(=O)Nc2cccc(C(F)(F)F)c2)cc1	0.6	2	8	0.2
Cc1ccc(N(CC(=O)N2CCC(C(N)=O)CC2)S(=O)(=O)c2ccc(F)cc2)cc1	0.1	-1	2	0.4
COC(=O)[C@@H](NC(=O)CCc1nnc(CCc2ccccc2OC)o1)C(C)C	-0.1	-2	12	0.1
Cc1cccc(C)c1N(CC(=O)NCC1CCCO1)S(C)(=O)=O (centres undefined)	0.6	4	7	0.5
COC(=O)COc1cccc(NC(=O)Cc2cccs2)c1	0.0	6	7	-1.3
COc1cc([N+](=O)[O-])ccc1NC(=O)CSc1nnc(CNc2ccc(F)cc2)n1C	0.1	5	11	-0.6
COc1c(Cl)ccc(Cl)c1C(=O)Nc1cccc(Br)c1	0.3	4	11	0.8
CC1CCN(C(=O)c2nn3c(c2Cl)NC(c2cccs2)CC3C(F)(F)F)CC1 (centres undefined)	0.2	12	18	0.8
CC(C)c1ccc(/C=N/NC(=S)NCC2CCCO2)cc1 (centres undefined)	1.0	-4	13	2.1
CCCc1n(CC(O)COc2ccc(C)cc2)c2ccccc2[n+]1C (centres undefined)	0.0	16	-14	-1.0
COc1cccc(OC)c1C(=O)NCCOc1ccc2nnc(-c3ccc(F)cc3)n2n1	-0.2	-8	-8	-1.4
COc1ccc(-c2cc(Nc3ccc4c(c3)OCO4)ncn2)cc1	-0.1	-88	-2	3.5

By substructure, those above containing a CF3 group.
SMILES	FBW7 activator	TEAD-YAP inh	MITF primary	GPR151 ag
CCOC(=O)c1c(NC(=O)C(C)Sc2nnc(CNC(=O)c3ccco3)n2-c2cccc(C(F)(F)F)c2)sc2c1CCC2 (centres undefined)	0.3	6	1	0.5
COc1ccc(CNc2ccnc(-c3cccc(OC(F)(F)F)c3)n2)cc1	0.0	-9	-14	1.9
COC(=O)c1ccc(/C=N/NC(=O)C(=O)Nc2cccc(C(F)(F)F)c2)cc1	0.6	2	8	0.2
CC1CCN(C(=O)c2nn3c(c2Cl)NC(c2cccs2)CC3C(F)(F)F)CC1 (centres undefined)	0.2	12	18	0.8

Profiles from above. Screens in order: FBW7 activator | TEAD-YAP inh | MITF primary | GPR151 ag
CCOC(=O)c1ccc(N=Cc2ccc(N3CCOCC3)cc2)cc1 is listed as 0.1 | 6 | 1 | -0.4
Cc1ccc(/C=C(/C#N)C(=O)Nc2ccc([N+](=O)[O-])cc2)o1 is listed as 0.3 | 4 | 3 | -0.7
COc1ccc(O)c(CN2CCOCC2)c1 is listed as 0.1 | 6 | -15 | -0.2
O=C(NCCC1=CCCCC1)c1csc(Nc2cccnc2)n1 is listed as 0.1 | 6 | 19 | 1.7

(listing goes on)
SMILES	FBW7 activator	TEAD-YAP inh	MITF primary	GPR151 ag
CC1CCN(c2ccc3nnc(-c4ccc(Br)cc4)n3n2)CC1	0.1	8	17	2.1
COc1cccc2c(C)c(C(=O)O)[nH]c12	0.6	24	4	-0.5
COc1cccc(N2C(=O)CC(N3CCN(C)CC3)C2=O)c1 (centres undefined)	0.2	5	6	0.1
COc1cc(C2C(C(=O)OCCc3ccccc3)=C(C)NC3=C2C(=O)CC(c2ccc(Cl)cc2)C3)cc(Br)c1O (centres undefined)	-0.2	7	-1	0.1
COc1ccc(COC(=O)C2=C(C)NC3=C(C(=O)CC(C)(C)C3)C2c2ccc(Cl)c([N+](=O)[O-])c2)cc1 (centres undefined)	-0.2	7	7	-0.1
NC(=O)CSc1ccc(-c2cccs2)nn1	0.2	7	3	-0.5
CCc1ccc(OCC(O)Cn2c(N3CCCCCC3)nc3c2c(=O)[nH]c(=O)n3C)cc1 (centres undefined)	0.5	-4	-2	-0.5
CC(C)Cc1nnc(NC=O)s1	0.0	-3	-4	-0.1
C=CCOc1ccc(/C=C2/C(=O)NC(=O)N(c3ccc(OCC)cc3)C2=O)cc1OCC	0.1	12	10	7.6*
CC(C)C(=O)N1CCN(c2ccccc2NC(=O)COc2ccccc2[N+](=O)[O-])CC1	-0.2	26	-10	2.2
COc1cc(NC2c3ncccc3C(=O)N2Cc2cccs2)cc(OC)c1 (centres undefined)	0.6	-11	9	1.1
COc1ccc(/C=C/C23NC(=O)CN2c2ccccc2C3(C)C)cc1OC (centres undefined)	-0.1	2	2	0.5
O=C1NC(=S)S/C1=C\c1ccc2c(c1[N+](=O)[O-])OCO2	-0.6	-4	0	-0.8
Cc1[nH]n(-c2ccccc2)c(=O)c1/C=N/NC(=O)COc1ccccc1Cl	-0.1	8	-11	-0.2
NC(=O)C1CCN(c2cc(=O)n(-c3ccccc3Cl)c(=O)[nH]2)CC1	-0.1	-7	-15	0.4
N#Cc1nc(-c2ccccc2)oc1NCCN1CCCCC1	0.0	-11	8	-0.8
CCOC(=O)c1cnc(SC(CC)C(=O)Nc2cccc(OC)c2)nc1N (centres undefined)	0.0	13	2	-0.8
CC1=C(C(=O)Nc2ccccc2C)C(c2cccc([N+](=O)[O-])c2)n2ncnc2N1 (centres undefined)	-0.1	-2	-13	-0.4
N#CCC(=O)N/N=C/c1cc2c(cc1[N+](=O)[O-])OCO2	-0.2	2	3	-1.9
CCOc1ccc(S(=O)(=O)N2CCN(CC(O)COC(C)(C)C)CC2)cc1 (centres undefined)	-0.1	-3	-5	0.9
CCn1c(=O)c2c(nc3n(-c4ccc(C)cc4)c(C)c(C)n23)n(C)c1=O	-0.2	-2	-14	1.1
CCOc1ccccc1N1CCN(C(=O)c2cc(-c3ccccc3)nc3ccccc23)CC1	0.0	45*	-6	1.1
CNC(=S)Nc1cc(S(=O)(=O)c2ccccc2)ccc1OC	0.2	-8	16	-0.3
CCOC(=O)c1sc2nc(C)nc(Nc3ccccc3)c2c1C	0.1	-11	9	0.0

Assay outcomes as filed in PubChem BioAssay.

Compounds were not picked by outcome (roughly 3.4% active in at least one column).
